# Bioassay records deposited in PubChem by National Center for Advancing Translational Sciences (NCATS).
# Giardia killer: Small Molecules that selectively kill Giardia lamblia: qHTS; Giardia lamblia trophozoite viability; activity change, % at 7.66 µM, hits read low; hit rate 0.15% among 340,000; AID 540267, 2011; in the data active means activity change below about -80%; inconclusive means between about -30% and that limit;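 further: parasites exposed to compound for two days anaerobically before the ATP read; on the % scale 0 is the no-effect control and ±100 the full control effect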
#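 Giardia lamblia trophozoites (100 cells/well) were incubated with compounds for 48 h at 37 deg C under anaerobic conditions. Viability was read as ATP content by one-step luminescence after 15-30 min at room temperature.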
# Coupling enz: qHTS Assay for Inhibitors of Fructose-1,6-bisphosphate Aldolase from Giardia Lamblia: Coupling assay counterscreen. activity change, negative = inhibition, % at 58.2 µM, hits read low. hit rate 0.67% among 290,000. coupling enzyme system counterscreen, AmpLite Red fluorescence. AID 2472, 2010; in the data active means activity change below about -30%; further: on the % scale 0 is the no-effect control and ±100 the full control effect
#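 First, compound is pin-transferred into glyceraldehyde-3-phosphate coupling-enzyme reagent at 57.5 uM final and held 10 min at RT. Next, substrate, coupling system and AmpLite Red are added. After 20 min RT, fluorescence (525/598 nm) is read.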
# KCNH2 WT inh: qHTS for Inhibitors of KCHN2 3.1: Wildtype qHTS; Voltage-gated inwardly rectifying potassium channel KCNH2 (Homo sapiens), Q12809; U2OS, BacMam KCNH2, thallium flux FluxOr; hits give low values; activity change, % at 1.84 µM; hit rate 0.37% among 340,000;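 active means maximum activity change below -70%; inconclusive means maximum activity change between -70% and -50%; inactive means maximum activity change above -50%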; further: on the % scale 0 is the no-effect control and ±100 the full control effect
# Target sequence (Q12809 whole entry, looked up): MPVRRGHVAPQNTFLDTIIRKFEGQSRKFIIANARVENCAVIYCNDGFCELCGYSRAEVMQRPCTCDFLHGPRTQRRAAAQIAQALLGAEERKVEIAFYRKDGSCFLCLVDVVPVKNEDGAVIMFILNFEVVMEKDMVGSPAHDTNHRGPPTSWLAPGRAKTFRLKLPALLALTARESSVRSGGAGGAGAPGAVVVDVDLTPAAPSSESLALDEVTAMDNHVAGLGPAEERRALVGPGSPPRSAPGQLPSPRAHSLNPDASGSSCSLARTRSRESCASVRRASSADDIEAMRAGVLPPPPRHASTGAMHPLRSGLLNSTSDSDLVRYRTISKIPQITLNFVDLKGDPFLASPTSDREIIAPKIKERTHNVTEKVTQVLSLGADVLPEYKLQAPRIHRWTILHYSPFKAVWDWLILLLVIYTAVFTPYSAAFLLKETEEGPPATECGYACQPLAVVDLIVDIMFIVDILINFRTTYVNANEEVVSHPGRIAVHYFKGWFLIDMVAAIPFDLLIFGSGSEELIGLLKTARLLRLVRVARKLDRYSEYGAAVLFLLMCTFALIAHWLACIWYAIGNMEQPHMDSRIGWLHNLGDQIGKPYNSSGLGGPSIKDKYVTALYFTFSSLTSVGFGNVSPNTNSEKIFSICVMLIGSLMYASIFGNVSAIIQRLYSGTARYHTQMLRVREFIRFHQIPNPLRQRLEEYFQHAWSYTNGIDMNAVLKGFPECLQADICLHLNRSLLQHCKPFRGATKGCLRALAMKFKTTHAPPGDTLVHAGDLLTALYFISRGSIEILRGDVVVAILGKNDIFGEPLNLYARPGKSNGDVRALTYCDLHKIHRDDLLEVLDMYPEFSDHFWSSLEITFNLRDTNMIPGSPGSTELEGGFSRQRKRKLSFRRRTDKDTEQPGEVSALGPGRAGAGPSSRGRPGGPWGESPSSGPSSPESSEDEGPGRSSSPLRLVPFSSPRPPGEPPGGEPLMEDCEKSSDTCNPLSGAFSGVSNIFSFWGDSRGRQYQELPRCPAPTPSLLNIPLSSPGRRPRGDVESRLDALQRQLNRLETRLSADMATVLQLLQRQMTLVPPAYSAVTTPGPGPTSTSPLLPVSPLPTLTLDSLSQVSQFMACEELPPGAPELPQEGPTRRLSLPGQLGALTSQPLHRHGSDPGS
#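 U2OS cells transduced with wild-type KCNH2 virus are loaded with FluxOr dye for 45 min, and thallium flux is measured in kinetic reads before and after stimulation buffer. Rate constants are normalized to DMSO controls.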
# GALK inhibitor: qHTS Assay for Inhibitors of Human Galactokinase (GALK); P51570; Purified GALK, Kinase-Glo residual ATP luminescence; Potency, µM (titrated, usually from 57.5 µM), without a hit: at the highest dose activity change, negative = inhibition, hits mostly inhibitors; hit rate 0.007% among 270,000; further: potency means the concentration at half of the fitted maximal effect; on the % scale 0 is the no-effect control and ±100 the full control effect
#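 Human GALK (5 nM) with 35 uM ATP and 100 uM galactose in 20 mM HEPES pH 8.0, 5 mM MgCl2, 60 mM NaCl, 1 mM DTT, 0.01% BSA. After 1 h at room temperature, leftover ATP was read by Kinase-Glo Plus luminescence.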
# CXXC DNA block: qHTS Fluorescence Polarization Assay for Inhibitors of MLL CXXC domain - DNA interaction; MLL-CXXC / FITC-HOXA9 DNA fluorescence polarization; Potency, µM (highest dose often 115 µM), for the others: at the highest dose activity change, negative = inhibition, hits mostly inhibitors; hit rate 0.037% among 290,000; active means well fitted inhibition curve with a large enough effect in the polarisation, with a control signal flat, not every such curve was filed as active; inconclusive means small, poorly fitted or top-dose-only effect, or effect the other way, or a change in a side signal; inactive means no such curve, though single readings can be large or run the other way; the % refers to the polarisation; further: potency means the concentration at half of the fitted maximal effect
#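 Steps: dispense CXXC domain solution (7 uM) → pin compounds or unlabeled HOX-A9 DNA control → 5 min ambient → add FLSN-HOX-A9 solution (50 nM) → spin → 30 min ambient → fluorescence polarization. Tris pH 7.5/NaCl/DTT/BSA buffer.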
# TSHR antag: Antagonists of the Thyroid Stimulating Hormone Receptor: HTS campaign; Thyrotropin receptor (Homo sapiens), P16473; TSHR-expressing cells, TSH-stimulated cAMP HTRF, 2 h; hits give low values; activity change, negative = inhibition, % at 11.5 µM; hit rate 0.2% among 330,000;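 active means activity change below a set negative limit, meaning inhibition stronger than a set level, cut at about -70% in these data; inconclusive means activity change between two set negative limits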; further: on the % scale 0 is the no-effect control and ±100 the full control effect
#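 TSHR-expressing cells, 200/well, pre-treated with compound, then stimulated with EC80 TSH (4nM final) for 2 hours at 37 deg C. cAMP measured by competitive HTRF: anti-cAMP cryptate antibody in lysis buffer plus cAMP-d2, read after 30 minutes at room temperature.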
# Tb PFK inh: qHTS Assay to Find Inhibitors of T. brucei phosphofructokinase. Potency, µM (titrated, usually from 57.5 µM), without a hit: at the highest dose activity, negative = inhibition, actives largely listed as inhibitors. ATP-dependent 6-phosphofructokinase (Trypanosoma brucei brucei), O15648. T. brucei PFK, ADP-Glo luminescence. hit rate 0.17% among 330,000;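 further: potency means the concentration at half of the fitted maximal effect; 0% = uninhibited 1x PFK enzyme wells and -100% = no-enzyme wells; nearly all actives have a fitted effect of over 60% in size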
#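 Luminescent ADP detection (ADP-Glo, two-step: ATP depletion then ADP-to-ATP conversion for luciferase) reported PFK activity after 45 min room-temperature reaction of 1.25 nM enzyme with 0.5 mM F6P and 0.1 mM ATP at pH 8.0.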
# TCR activator: Activators of T cell receptors: qHTS campaign. primary human leukocytes, anti-CD3, IL-2 HTRF, 48 h. 330,000 tested, under 10 active. AID 504894, 2011. Potency, µM (top dose mostly 9.22 µM), without a hit: top-dose activation of IL-2 secretion, hits mostly activators; further: % of control where 0% means no effect
#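 Readout: HTRF IL-2, Eu-cryptate/d2 antibody pair, 320nm excitation, 665nm emission. Stimulus: a-CD3 beads, no co-stimulation. Cells: primary human leukocytes. Exposure: 48 hr with compound.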
# A-T KAP1 phos: qHTS Assay for Identifying a Potential Treatment of Ataxia-Telangiectasia; hit rate 0.19% among 320,000; […] A-T fibroblasts, KAP-1 phosphorylation AlphaLISA; neocarzinostatin DNA damage 30 min before lysis; Potency, µM (series often up to 57.5 µM), without a hit: at the top dose activation, usual class: activators; further: potency means the concentration at half of the fitted maximal effect; % of control where 0% means no effect; nearly all actives have a fitted effect of over 45% in size
#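 hTERT-immortalized A-T patient fibroblasts ([…]), 500 cells/well in OPTI-MEM, 1% FBS, got compounds for 60 min, then NCS for 30 min at 37C. Lysates were then assayed for phospho-KAP-1 by AlphaLISA (anti-pKAP1 donor, anti-KAP1 acceptor beads), 6 hr at 25C.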
# BCR signal inh: qHTS Assay to Find Inhibitors of Chronic Active B-Cell Receptor Signaling; AID 493014, 2011; Potency, µM (highest dose often 46.1 µM), for the others: at the top dose ratio change, negative = lower green/red ratio, most hits filed as inhibitors; hit rate 0.05% among 340,000; ABC-DLBCL IkBa-CBG/CBR reporter, luminescence ratio, 4 h; active means well fitted inhibition curve with a large enough effect in the signal ratio, with a control signal flat, not every such curve was filed as active; inconclusive means small, poorly fitted or top-dose-only effect, or effect the other way, or a change in a side signal; the % refers to the signal ratio;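 further: potency means the concentration at half of the fitted maximal effect; plate controls were basal doxycycline-induced cells for no effect and cells given 10 µM MG132 for full effect; MG132 reads +100%, hits lower the ratio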
#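 Doxycycline induced both beetle luciferases in TMD8 lymphoma cells; IKK-driven degradation limits the IkappaBalpha-fused green signal, while red luminescence normalises for cell number and nonspecific effects. Compounds tested up to 46 uM, 4 hrs.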
# * hit, by the source's call; ? = inconclusive; . = not tested or not shown; & = joins results of further samples; [ ] = remark or other dose. Unless noted, the call rests on the fitted dose curve; in most records, active means well fitted curve in the direction sought with a large enough effect; inconclusive means small, poorly fitted or top-dose-only effect, or another doubt; inactive means no such curve, though single readings can be large; an effect the other way counts as inactive or inconclusive.
mol	Giardia killer	Coupling enz	KCNH2 WT inh	GALK inhibitor	CXXC DNA block	TSHR antag	Tb PFK inh	TCR activator	A-T KAP1 phos	BCR signal inh
C=CCSc1ncccc1C(=O)NCc1ccccc1	-15	1	-15	0%	1%	3	-3%	.	3%	8%
Cc1ccc(C(=O)CSc2nnc(C3CC3)n2C2CC2)s1	9	.	-7	.	.	6	3%	-11%	-4%	-5%
COc1ccc(N2CCN(C(=O)c3cc(-c4ccc(F)cc4)[nH]c3C)CC2)cc1	-10	3	-88*	.	8%	-2	2%	17%	-3%	?
CCCCCC(=O)Nc1ccc(-c2csc(C)n2)cc1	-7	1	-4	-1%	1%	23	-4%	-3%[46.1 µM]	4%	15%
C/C=C/c1ccc(OCCOc2cc(C=O)ccc2OC)c(OC)c1	25	-3	-6	.	1%	-2	-9%	-2%	16%	-24%
Cc1ccc(C2(c3ccc(C)cc3)CC2C(=O)Nc2ccc([N+](=O)[O-])cc2O)cc1 (stereo not drawn)	-2	-16	0	-6%	5%	-47	-1%	2%	?	?
CCOc1ccc(C(=O)N2CCSC2=S)cc1	-8	2	-4	-2%	208%[activator]	22	-9%	4%[46.1 µM]	.	-9%
Cc1ccc(/C=C2\SC(=S)N(c3c(C)n(C)n(-c4ccccc4)c3=O)C2=O)cc1	-2	6	23	4%	-21%	17	0%	0%	-7%	?
COC(=O)c1c(C(=O)OC)c2n(c1C)CCC2	1	1	-8	0%	0%	-8	3%	3%	.	-5%
O=C1c2cccnc2C(=O)N1Cc1ccc(Cl)cc1	0	3	-1	0%	-2%	4	1%	5%	2%	-18%
Cc1cc(C)nc(NNC2=CC(=[N+]3CCCC3)CCC2)n1	8	0	-32	-1%	11%	7	-2%	.	2%	?
O=C(COC(=O)c1cccnc1Cl)c1ccc2c(c1)OCCO2	1	6	-15	9%	-3%	23	-2%	0%	5%	-9%
CCOc1ccccc1CNS(=O)(=O)c1cc(-c2cc(C)no2)ccc1C	14	.	-10	-7%	-5%	-1	2%	-9%	2%	?
CN(Cc1ccccc1)CC(O)COc1ccc(CNCCCOc2cccnc2)cc1 (stereo not drawn)	-20	0	3	-3%	3%	-5	-4%	10%	-2%	-13%
Fc1ccccc1-c1nc(NCc2ccccc2)c2ccccc2n1	-4	-1	6	-1%	3%	-8	4%	-5%	14%	?
Cc1onc(-c2ccccc2)c1C(=O)Nc1nnc(CC(C)C)s1	26	1	-4	-2%	13%	-8	-1%	3%	2%	-23%
Cc1ccc(NC(=O)CCC(=O)NNC(=O)Nc2cccc(Cl)c2)c(C)c1	-7	2	-11	0%	-1%	0	-2%	6%	2%	-3%
COc1ccc(/C=N\NC(=O)c2ccccc2Br)cc1COc1c(F)c(F)cc(F)c1F	21	1	8	2%	-10%	-42	-8%	2%	9%	?
COc1cc(C(=O)NS(=O)(=O)c2ccccc2C)ccc1Cc1cn(C)c2ccc(NC(=O)OC3CCCC3)cc12	.	3	.	-29%	-8%&7%	18	1%	.	.	?
O=C(COC(=O)c1cc(=O)[nH]c2ccccc12)NCCc1ccccc1	-2	.	-7	.	.	.	2%	1%	-2%	-3%
Cc1nn2c(-n3ccnc3C)c3c(nc2c1-c1ccccc1)CCC3	13	5	-1	3%	14%	0	5%	-8%	.	10%
CC(C)N=c1scc(-c2cccs2)n1/N=C/c1ccc(O)c(O)c1O	17	-17	12	0%	?	-39	3%	-11%	-2%	-10%
COc1ccc(CNC(=O)c2ccc(CS(=O)Cc3ccc(Cl)cc3)o2)cc1 (stereo not drawn)	5	.	-30	-5%	-4%	0	1%	3%	-7%	1%
CCOc1ccc(N2C(=O)C(=O)/C(=C(/O)c3ccccc3)C2c2ccccc2[N+](=O)[O-])cc1 (stereo not drawn)	6	12	-2	3%	-3%	-4	1%	-9%	0%	-16%
N/C(=N\OC(=O)COc1ccc(Br)cc1Cl)c1cccnc1	15	4	2	0%	1%	?	6%	2%[46.1 µM]	6%	?
COc1ccccc1N1CCN(C(=O)C(=O)N/N=C/c2ccccc2F)CC1	-25	-5	6	.	-6%	-5	0%	1%[46.1 µM]	6%	0%
COc1ccc(C2(CNC(=O)/C=C\c3ccco3)CCCC2)cc1OC	-1	-6	12	0%	6%	-3	-8%	4%	1%	-13%
COc1ccc(N2C(=O)CC(c3cc(OC)c(OC)c(OC)c3)CC2=O)cc1	25	1	2	-3%	-16%	-12	2%	-1%	-4%	0%
COc1cc(C(=O)Nc2ccc(S(=O)(=O)Nc3nccc(C)n3)cc2)c([N+](=O)[O-])cc1OC	-6	4	-8	1%	-5%	-3	1%	12%	-3%	3%
Cc1n[nH]c(C)c1CCCCOc1ccccc1	14	-3	-23	10%	-3%	-10	1%	2%	4%	-2%
Cc1ccc(S(=O)(=O)C2(C(=O)N3CCN(C4CCCCC4)CC3)CC2)cc1	-5	4	3	1%	3%	17	0%	-4%[46.1 µM]	1%	-1%
CC1CCN(Cc2c(O)ccc3c(=O)c(-c4nc5ccccc5s4)c(N)oc23)CC1	-1	3	.	0%	3%	-4	4%	7%[46.1 µM]	-1%	-6%
CCOC(=O)c1cccc(NC(=O)CCn2c(=O)oc3ccccc32)c1	-3	0	-1	-2%	9%	-17	0%	2%	4%	-6%
C[C@@H]1CN([C@H](C)CO)C(=O)c2cc(NC(=O)Nc3ccc(C(F)(F)F)cc3)ccc2O[C@H]1CN(C)Cc1ccc(Cl)c(Cl)c1	-11	.	-16	.	.	-4	5%	3%	15%	3%
COc1ccc(-c2csc(NC(=O)CCS(=O)(=O)c3ccccc3)n2)c(OC)c1	-10	-1	-2	4%	9%	-10	-5%	3%	-8%	-18%
CSc1nccc(-c2cc(Cl)sc2Cl)n1	-6	0	1	-1%	-3%	6	0%	-4%	1%	-5%
N/C(=N\OC(=O)Cc1ccccc1)c1ccncc1	1	1	2	-1%	2%	-3	3%	-3%	5%[11.5 µM]	?
CC(=O)c1c(C)[nH]c(C(=O)OCC(=O)NCCC2=CCCCC2)c1C	-13	.	-9	.	.	3	-4%	-6%	-12%	-1%
COc1ccc(O[C@H]2C=C[C@@H](c3ccccc3)O[C@@H]2CO/N=C/C[C@@H]2C=C[C@H](OC(C)=O)[C@@H](COC(C)=O)O2)cc1	.	1	.	.	4%	13	0%	.	-9%	-3%
CCOc1ccc2nc(N3CCC(C(=O)Nc4nnc(CC)s4)CC3)sc2c1	-11	-4	6	2%	?	26	-1%	3%	17%	?
CCOC(=O)Cc1csc(NC(=O)c2cc(-c3ccncc3)nc3ccccc23)n1	-10	.	-1	.	.	-1	0%	4%	-2%	-6%
O=C(NCCCN1CCN(CCCNC(=O)c2ccc3c(c2)OCO3)CC1)c1ccc2c(c1)OCO2	7	6	25	-1%	1%	15	-8%	-1%	-5%	-3%
COCCN1Cc2cccc(C(=O)Nc3cc(C)cc(C)c3)c2C1=O	2	-2	-7	1%	0%	1	0%	0%	12%	10%
c1ccc2c(c1)[nH]c1c3ccccc3sc21	25	0	-16	2%	17%	10	1%	3%	7%	?
COc1ccc(C)cc1S(=O)(=O)NCc1cccs1	4	1	7	16%	-2%	-6	0%	5%	-1%	-3%
Cc1cc(C)c(NC(=O)CSc2nnc(-c3ccco3)n2N)c(C)c1	-4	-1	-11	-2%	1%	-5	-7%	0%	2%	0%
CCc1nn(CC(=O)N2CCN(c3cc(C)ccc3C)CC2)c(=O)c2cc3occc3n12	0	.	-7	-8%	-5%	13	6%	6%	2%	?
Cc1ccc(S(=O)(=O)NC(C)C(=O)Nc2ccccc2C(=O)N2CCCC2)cc1 (stereo not drawn)	0	2	6	4%	14%	-1	4%	10%	5%	0%
CC(C)(/C=N/NC(=O)CSCc1ccccc1Cl)CCC#N	-8	1	-2	0%	-5%	-5	-2%	-9%[46.1 µM]	7%	-6%
O=C1C=CC2C(c3ccc4c(c3)OCO4)CC1N2Cc1ccccc1 (stereo not drawn)	6	-1	-4	-7%	9%	15	8%	-1%[46.1 µM]	1%	6%
